# Screening data from PubChem BioAssay.
# USP1 inh: Inhibitors of USP1/UAF1: Primary Screen | recombinant USP1/UAF1, Ub-Rhodamine cleavage fluorescence | AID 743255, 2014 | 390,000 tested, 0.23% active | Potency, µM (highest dose often 57.1 µM), for inactives: top-dose activity change, negative = inhibition, usual class: inhibitors; note: % is set by controls: 0 for no effect and ±100 for the full control effect; nearly all actives have a fitted effect of over 60% in size; inactives centre near -12
#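 USP1/UAF1 complex at 1 nM was preincubated with compound for 15 min at room temperature, then Ub-Rho substrate (150nM final) was added. Fluorescence (480/540 nm) was read kinetically, 6 reads every 60 seconds.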
# ALOX12 inh: Primary qHTS assay for inhibitors of human arachidonate 12S-lipoxygenase (ALOX12): Round 2; Polyunsaturated fatty acid lipoxygenase ALOX12 (Homo sapiens), P18054; purified 12hLO, xylenol orange hydroperoxide absorbance; Potency, µM (series often up to 108 µM), without a hit: at the top dose activity change, negative = inhibition, hits mostly inhibitors; 580,000 tested, 1.1% active; note: % is set by controls: 0 for no effect and ±100 for the full control effect
#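 Hydroperoxide product was detected by ferrous iron/xylenol orange as the 573 to 405 nm absorbance ratio. Arachidonic acid at 40 uM (final) was turned over for 30 min at room temperature by 150 nM human 12hLO, pH 7.0 Hepes buffer, after 15 min compound preincubation.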
# RGS4 inhibitor: Inhibitors of Regulator of G Protein Signaling (RGS) 4: qHTS. Regulator of G-protein signaling 4 (Homo sapiens), P49798. Transcreener GDP fluorescence polarization, RGS4-accelerated GTP hydrolysis. Potency, µM (titrated, usually from 114 µM), inactives show at the top dose activity change, negative = inhibition, usual class: inhibitors. 390,000 tested, 0.039% active. AID 504845, 2011; note: % is set by controls: 0 for no effect and ±100 for the full control effect; nearly all actives have a fitted effect of over 75% in size; some results filed as inactive show a strong effect at the top dose
# Target sequence (P49798 whole entry, looked up): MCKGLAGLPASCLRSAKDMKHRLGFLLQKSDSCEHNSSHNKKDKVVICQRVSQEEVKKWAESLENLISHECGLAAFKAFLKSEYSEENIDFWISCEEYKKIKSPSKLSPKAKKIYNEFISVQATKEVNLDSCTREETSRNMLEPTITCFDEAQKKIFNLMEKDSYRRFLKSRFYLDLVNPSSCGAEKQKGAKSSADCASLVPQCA
#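 MLSMR compounds (23 nl, pin-transferred) preincubated 10 min at room temperature with a 500nM (2x) first reagent, then RGS4 at 900nM (2x) plus Transcreener GDP mix added; fluorescence polarization (620/688 nm) read before and after 90 min at 30 °C.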
# rTrxR1 inhibitor: qHTS Assay for Inhibitors of Mammalian Selenoprotein Thioredoxin Reductase 1 (TrxR1): qHTS | AID 588453, 2011 | Potency, µM (doses to about 114 µM), without a hit: top-dose activity change, negative = inhibition, actives largely listed as inhibitors | 390,000 tested, 1% active | recombinant rTrxR1, NADPH fluorescence consumption, selenite substrate | Thioredoxin reductase 1, cytoplasmic (Rattus norvegicus), O89049; note: % is set by controls: 0 for no effect and ±100 for the full control effect; nearly all actives have a fitted effect of over 65% in size
# Target sequence (O89049 whole entry, looked up): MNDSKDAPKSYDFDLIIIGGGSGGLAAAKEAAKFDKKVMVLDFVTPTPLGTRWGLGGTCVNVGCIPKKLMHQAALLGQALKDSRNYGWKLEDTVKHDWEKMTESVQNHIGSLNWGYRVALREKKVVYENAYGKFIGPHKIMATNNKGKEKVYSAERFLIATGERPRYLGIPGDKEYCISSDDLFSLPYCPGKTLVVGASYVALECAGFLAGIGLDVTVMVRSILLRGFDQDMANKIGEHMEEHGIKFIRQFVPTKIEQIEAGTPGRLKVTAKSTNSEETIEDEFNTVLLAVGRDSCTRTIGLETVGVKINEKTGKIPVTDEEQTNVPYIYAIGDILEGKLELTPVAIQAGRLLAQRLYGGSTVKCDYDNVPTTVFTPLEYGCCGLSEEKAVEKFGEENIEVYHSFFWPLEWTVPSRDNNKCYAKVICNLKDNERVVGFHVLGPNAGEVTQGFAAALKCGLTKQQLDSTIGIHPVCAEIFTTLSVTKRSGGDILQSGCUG
#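 Rat TrxR1 (90 nM in the dispensed reagent) was pre-reduced with 400 uM NADPH for 5 min at room temperature, then incubated with compound for 15 min. After 400 uM selenite was added, NADPH fluorescence (Ex 340/Em 450 nm) was followed for 8 min.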
# mIDH1 inhibitor: qHTS for Inhibitors of mutant isocitrate dehydrogenase 1 (IDH1): qHTS; Isocitrate dehydrogenase [NADP] cytoplasmic (Homo sapiens), O75874; Potency, µM (top dose mostly 76.6 µM), for the others: at the highest dose activity change, negative = inhibition, most hits filed as inhibitors; IDH1-R132H enzyme, NADPH consumption, diaphorase/resazurin fluorescence; 390,000 tested, 0.093% active; note: % is set by controls: 0 for no effect and ±100 for the full control effect; nearly all actives have a fitted effect of over 65% in size
#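 IDH1-R132H (0.5 ug/mL) preincubated 30 min with compound, then NADPH (0.016 mM) and alpha-KG (2 mM) added; 80 min at RT, pH 7.5. Remaining NADPH coupled via diaphorase/resazurin to fluorescence (540/590 nm); concentration-response curves normalized to no-enzyme control.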
# RXFP1 agonist: qHTS Assay for Agonists of the Relaxin Receptor RXFP1. Potency, µM (highest dose often 57.5 µM), without a hit: top-dose activation, hits mostly activators. 370,000 tested, 0.3% active. HEK293T-RXFP1 cAMP TR-FRET, 30 min; response scale: percent of porcine relaxin response, buffer zero. Relaxin receptor 1 (Homo sapiens), Q9HBX9; note: % is set by controls: 0 for no effect and ±100 for the full control effect; nearly all actives have a fitted effect of over 60% in size; many of its hits are not listed in these tables
#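 cAMP rise read by TR-FRET after 30 min, 37C compound exposure (up to 58 uM) in RXFP1-transfected HEK293 cells with Ro 20174 present. EC50 from Hill-equation fits, with 29 nM porcine relaxin as 100% and buffer as basal.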
# Vif-APOBEC3G blk: qHTS for Inhibitors of Vif-A3G Interactions: qHTS | HeLa A3G-eYFP + Vif (tagged APOBEC3G with the HIV-1 protein that degrades it), YFP fluorescence, overnight | Potency, µM (doses to about 46.1 µM), for inactives: at the highest dose activity, negative = active, hits mostly inhibitors | 410,000 tested, 0.076% active | AID 602310, 2012;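 note: % is set by controls: 0 for no effect and ±100 for the full control effect; nearly all actives have a fitted effect of over 60% in size; hits raise eYFP signal because A3G escapes Vif-driven loss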
# Target sequence (Q9HC16 whole entry, looked up): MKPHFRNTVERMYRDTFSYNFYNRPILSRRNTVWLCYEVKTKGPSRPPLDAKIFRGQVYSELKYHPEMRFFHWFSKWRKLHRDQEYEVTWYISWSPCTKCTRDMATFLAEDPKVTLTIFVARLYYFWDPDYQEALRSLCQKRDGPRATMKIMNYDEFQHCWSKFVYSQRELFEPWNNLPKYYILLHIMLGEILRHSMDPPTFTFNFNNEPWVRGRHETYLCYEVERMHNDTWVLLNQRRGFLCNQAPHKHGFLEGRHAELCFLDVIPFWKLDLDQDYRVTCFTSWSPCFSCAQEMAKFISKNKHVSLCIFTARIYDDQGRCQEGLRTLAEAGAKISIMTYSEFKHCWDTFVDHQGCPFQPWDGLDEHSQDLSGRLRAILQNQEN
#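 Read-out is eYFP fluorescence (Ex 488/Em 500-530) from Vif-expressing HeLa A3G-eYFP cells; more signal means A3G escaped Vif-mediated degradation. Cells plated overnight, compound pinned in, incubated overnight at 37 deg C.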
# TrxR1 substrate: qHTS Assay for Substrates of Mammalian Selenoprotein Thioredoxin Reductase 1 (TrxR1): qHTS; purified TrxR1 substrate turnover, NADPH consumption readout; Potency, µM (top dose mostly 114 µM), inactives show at the top dose activity change, negative = substrate turnover; 390,000 tested, 0.01% active; note: % is set by controls: 0 for no effect and ±100 for the full control effect; nearly all actives have a fitted effect of over 50% in size
#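 Rat TrxR1, dispensed at 90 nM, was prereduced with 400 uM NADPH (final) for 5 min at ~22 deg C, then incubated with compound 15 min before 400 uM selenite. A first-read NADPH fluorescence drop versus no-compound background flagged substrates.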
# Vif-APOBEC3F blk: qHTS for Inhibitors of Vif-A3F Interactions: qHTS | HeLa A3F-eYFP + Vif (tagged APOBEC3F with the HIV-1 protein that degrades it), YFP fluorescence increase | Potency, µM (top dose mostly 46.1 µM), without a hit: top-dose activity, negative = active | 390,000 tested, 0.2% active | AID 602313, 2012; note: % of control where 0% means no effect; nearly all actives have a fitted effect of over 65% in size
#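 Fluorescence increase (Ex 488/Em 500-530) after overnight compound treatment at 37 deg C flags inhibition of Vif-driven A3F-eYFP loss in stable HeLa A3F-eYFP/Vif cells seeded overnight beforehand.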
# Active calls of the source: *; ? = inconclusive; / = no result given; & = joins results of further samples; [ ] = remark or other dose. Calls come from the whole dose curve; as a rule, active = well fitted curve in the direction sought with a large enough effect; inconclusive = small, poorly fitted or top-dose-only effect, or another doubt; inactive = no such curve, though single readings can be large; an effect the other way counts as inactive or inconclusive. Potency is the fitted concentration of half-maximal effect.
# Every second line gives: USP1 inh	ALOX12 inh	RGS4 inhibitor	rTrxR1 inhibitor	mIDH1 inhibitor	RXFP1 agonist	Vif-APOBEC3G blk	TrxR1 substrate	Vif-APOBEC3F blk
CCOC(=O)N1CCN(C(=O)CCS(=O)(=O)c2ccc3c(c2)CC(C)N3C(=O)CC)CC1 (stereo not given)
    -12%	-22%	-39%	19%	8%	2.4%	-4%	3%	8%
O=C(CSC1=Nc2ccccc2C2=NC(c3ccccc3)C(=O)N12)NC1CCCCC1 (stereo not given)
    -10%	-7%	25%	-19%	-7%	0.6%	4%	63%[activator]	7%
COc1ccc(/C=C/C(=O)N2CCN(S(=O)(=O)/C=C/c3ccccc3)CC2)cc1OC
    -16%	-14%	-8%	-11%	1%	3.7%	-4%	3%	-3%
O=C(NNC(=O)c1cc2ccccc2o1)c1ccc(F)cc1
    0%	-13%	2%	13%	3%	1.4%	1%	7%	2%
O=C(CSc1ncnc2scc(-c3ccccc3)c12)NC1CCS(=O)(=O)C1 (stereo not given)
    -18%	1%	-20%	12%	8%	-0.4%	0%	6%	8%
COC(=O)c1ccc(CN(C(C)=O)c2ccccc2)o1
    3%	0%	-31%	-19%	4%	3.5%	0%	-5%	/
Cc1c(C(=O)NCc2ccco2)cccc1[N+](=O)[O-]
    -6%	15%	34%	17%[57.1 µM]	5%	0.3%	-3%	10%[57.1 µM]	0%
COc1cc2nc(-c3ccc(Br)o3)oc(=O)c2cc1OC
    -3%	?	25%	13%	-1%	5.9%	0%	22%	/
CC1CC(C)CN(C(=O)COC(=O)c2ccc([N+](=O)[O-])o2)C1 (stereo not given)
    ?	?	-4%	-14%	5%	-0.4%	2%	1%	6%
CCOc1ccc(CN(C)C(=O)CCc2ccc(S(=O)(=O)N3CCCCCC3)cc2)cc1
    -12%	?	17%	11%	13%	1.7%	2%	-5%	4%
CCOC(=O)c1cccc(NC(=O)Cn2cnc3c2c(=O)n(C)c(=O)n3C)c1
    -21%	-2%	-3%	14%	1%	19%	0%	8%	3%
CC(C)c1ccccc1N=C1SCCN1C1CCS(=O)(=O)C1 (stereo not given)
    -20%	-11%	-18%[11.4 µM]	6%	6%	1.4%	3%	2%	4%
CCOC(=O)C1=C(C)Nc2ncnn2C1c1cc(OC)ccc1OC (stereo not given)
    -9%	15%	14%	25%	7%	-0.1%	0%	7%	1%
C=CCn1c(SCC(=O)NC(=O)c2cccc([N+](=O)[O-])c2)nnc1-c1ccccc1F
    -4%	-3%	28%	14%[57.1 µM]	3%	1.3%	-3%	11%[57.1 µM]	8%
COc1ccc(CNCc2c(F)cccc2F)cc1OC
    1%	?	-15%	-44%	0%	-0.2%	2%	8%[57.1 µM]	0%
Cc1cc(C)c(S(=O)(=O)N2CCCC2=O)cc1N(C)S(C)(=O)=O
    -11%	?	-1%	36%	-3%	0.8%	-5%	4%	6%
CC(C)CNC(=O)c1ccccc1NC(=O)c1ccccc1N(C)S(=O)(=O)c1ccccc1
    -10%	-6%	5%	0%	2%	2.3%	-7%	0%	-18%
COC(=O)[C@@H]1CCCN1C(=O)CCc1nnc(C2CCCCC2)o1
    -17%	5%	10%	0%[57.1 µM]	8%	3.3%	-1%	-5%[57.1 µM]	-7%
O=C(NC1CCCC1)c1ccc(COCC(F)(F)F)o1
    -5%	-12%	17%	20%	4%	0.5%	2%	9%	-7%
O=C(Nc1cccc(F)c1)NC1(C(=O)N2CCN3CCCC3C2)CCCCC1 (stereo not given)
    0%	0%	-7%	17%	-5%	0.3%	-1%	5%	-1%
Cc1ccc(CCNC(=O)c2c(C)nn(-c3ccc(F)cc3)c2-n2cccc2)cc1
    -33%	-33%	9%	25%	-1%	-2.4%	?	-1%	-20%
C/C(NC(=O)c1cccs1)=C1\C(=O)C[C@@H]2[C@H]1C2(C)C
    0%	15%	-3%	5%	2%	-2.3%	-6%	4%	-1%
Cc1csc(NC(=O)c2ccc3nc[nH]c3c2)n1
    0%	-8%	-7%	-6%[57.1 µM]	5%	1.7%	-6%	-3%[57.1 µM]	3%
COc1cccc(/C=C/c2nc(C#N)c(NC3CCCCC3)o2)c1
    -16%	8%&-11%	24%	203%[activator]	6%	14%	-2%	304%[activator]	-6%
Cc1ccc(NC(=O)C(=O)NCCCN2CCOCC2)c(C)c1
    -25%	1%	36%	15%	-10%	2.4%	0%	2%	13%
CC(C)c1ccc(NC(=O)c2ccc3c(O)c(S(=O)(=O)c4ccccc4)c(=O)[nH]c3c2)cc1
    -11%	-29%	-10%	15%	-6%	0.6%	3%	-6%	-13%
CCCCc1cn([C@@H](CCCCN)C(=O)N2CCNCC2)nn1
    -36%	?	?	-1%	-6%	0.4%	-3%	-2%	-19%
CN(C)C(CNC(=O)C1CC(=O)N(Cc2ccccc2)C1)c1ccccc1 (stereo not given)
    -8%	-10%	11%	14%	4%	1.5%	-1%	7%	4%
Cc1nc(NC(=O)CCl)sc1C(=O)N(C)C
    -10%	-19%	-2%	?	-4%	0.0%	-12%	3%	1%
Cc1ccc(S(=O)(=O)CCC(=O)OCC(=O)NCc2ccc(F)cc2)cc1
    -17%	-28%	/	/	6%	/	-6%	/	-8%

# An excerpt from further up, as a working copy:
# Every second line gives: USP1 inh	ALOX12 inh	RGS4 inhibitor	rTrxR1 inhibitor	mIDH1 inhibitor	RXFP1 agonist	Vif-APOBEC3G blk	TrxR1 substrate	Vif-APOBEC3F blk
CCOc1ccc(CN(C)C(=O)CCc2ccc(S(=O)(=O)N3CCCCCC3)cc2)cc1
    -12%	?	17%	11%	13%	1.7%	2%	-5%	4%
CCOC(=O)c1cccc(NC(=O)Cn2cnc3c2c(=O)n(C)c(=O)n3C)c1
    -21%	-2%	-3%	14%	1%	19%	0%	8%	3%
CC(C)c1ccccc1N=C1SCCN1C1CCS(=O)(=O)C1 (stereo not given)
    -20%	-11%	-18%[11.4 µM]	6%	6%	1.4%	3%	2%	4%

# (listing goes on)
# Every second line gives: USP1 inh	ALOX12 inh	RGS4 inhibitor	rTrxR1 inhibitor	mIDH1 inhibitor	RXFP1 agonist	Vif-APOBEC3G blk	TrxR1 substrate	Vif-APOBEC3F blk
CCOc1ccc(C2C(C(=O)c3ccco3)=C(O)C(=O)N2CCCn2ccnc2)cc1 (stereo not given)
    -16%	-15%	-6%	-13%[57.1 µM]	15%	9.8%	0%	2%[57.1 µM]	-3%
Cc1ccc(/C=N/NC(=O)c2nc3nc(C)cc(C)n3n2)cc1
    -4%	-14%	-1%	11%	5%	-1.5%	1%	10%	?
COc1cccc(C(C)NC(=O)c2ccncc2)c1 (stereo not given)
    -19%	0%	-18%	5%[57.1 µM]	5%	0.2%	1%	-5%[57.1 µM]	1%
Cc1cc(C)c2oc(-c3cccc(NC(=O)c4cccc(F)c4)c3C)nc2c1
    -21%	-16%	19%	18%	-16%	0.7%	3%	11%	1%
CC(C)NC(=O)N(C)C[C@@H]1OCc2cnnn2CCCC(=O)N([C@@H](C)CO)C[C@H]1C
    -17%	33%[activator]	/	/	11%	/	0%	/	-5%
Cc1ccc2oc3c(c(=O)c2c1)C(c1cccc(O)c1)N(Cc1ccccc1Cl)C3=O (stereo not given)
    4%	-21%	0%	4%	8%	-1.2%	0%	0%	-11%
CC1CCN(c2cc3c(cc2F)c(=O)c(S(=O)(=O)c2ccc(Cl)cc2)cn3C)CC1
    -6%	-9%	-9%	56%[activator]	-16%	2.5%	0%	46%[activator]	7%
CCCCCN1CC(O)=C(c2ccccc2)C1=N
    -6%	-1%	-23%	23%[57.1 µM]	-5%	-0.6%	0%	8%[57.1 µM]	10%
COc1ccc2nc3oc(C(=O)N4CCC(C(N)=O)CC4)cc3cc2c1
    -10%	0%	4%	-5%	16%	0.7%	0%	140%[activator]	-1%
O=S(=O)(c1ccccc1)c1nc(-c2ccco2)oc1N1CCOCC1
    -12%	0%	5%	1%[57.1 µM]	4%	-0.3%	0%	5%[57.1 µM]	2%
CN(CCc1ccccc1)C(=O)c1ccc(NC(=O)Cc2cccc(NC(=O)C3CCN(C(=O)c4ccccc4)CC3)c2)cc1
    -27%	4%	7%	18%	-6%[38.3 µM]	/	-3%	4%	4%
Cc1nnc(SCC(=O)Nc2ccc3[nH]c(=O)[nH]c3c2)s1
    -11%	-10%	9%	-5%[57.1 µM]	-2%	-0.6%	0%	1%[57.1 µM]	-5%
CC1CCCCN1C(=O)c1ccc(CS(=O)(=O)Cc2ccccc2)cc1 (stereo not given)
    -11%	5%	0%	12%	3%	0.7%	2%	-3%	-12%
O=[n+]1c2c(n([O-])c3ccccc31)CCCC2
    -6%	0%	-22%	-11%	7%	3.2%	-1%	-3%	-3%

# This is a subset; rates above refer to the full screens.
